Screening results as filed in PubChem.
TNAP inh hiacc – inhibitors of human TNAP at high phosphate acceptor concentration. P05186. purified TNAP, CDP-star luminescence, 1 M DEA. inhibition, % at 20 µM. actives 0.03% (n = 200,000). AID 1135;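 active = over 50% inhibition of tissue-nonspecific alkaline phosphatase at 20 µM in the single-dose screen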;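 also: plate controls were DMSO wells for no effect and EDTA-quenched wells as full inhibition for full effect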
Target sequence (P05186 whole entry, looked up): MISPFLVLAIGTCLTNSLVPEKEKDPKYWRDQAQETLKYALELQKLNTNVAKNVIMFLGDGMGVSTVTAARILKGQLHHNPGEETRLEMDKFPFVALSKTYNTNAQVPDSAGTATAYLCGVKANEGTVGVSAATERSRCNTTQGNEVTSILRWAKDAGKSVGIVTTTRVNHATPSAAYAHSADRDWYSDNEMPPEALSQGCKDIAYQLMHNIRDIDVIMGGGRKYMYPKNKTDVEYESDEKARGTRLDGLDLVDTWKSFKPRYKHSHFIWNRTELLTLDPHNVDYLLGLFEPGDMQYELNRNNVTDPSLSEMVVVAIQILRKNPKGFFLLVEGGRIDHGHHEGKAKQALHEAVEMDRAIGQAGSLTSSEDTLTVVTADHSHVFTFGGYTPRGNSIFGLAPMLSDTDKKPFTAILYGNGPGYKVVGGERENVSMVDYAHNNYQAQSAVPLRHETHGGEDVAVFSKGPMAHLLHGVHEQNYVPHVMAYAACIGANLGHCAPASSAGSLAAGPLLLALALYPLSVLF
L major viab – reduces viability of Leishmania major promastigotes. inhibition, % at 10 µM. resazurin fluorescence viability. actives 9% (n = 200,000). AID 1063; in the data active = inhibition above about 50%;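 also: promastigotes grown with compound for 44 hours at 28 °C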
bIAP act – intestinal alkaline phosphatase (bovine) activation; purified bovine IAP, CDP-star luminescence, 30 min; hits give high values; fold of DMSO-control signal, blank-subtracted; activation factor at 20 µM; actives 0.17% (n = 200,000); AID 1016;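 active = activation factor of 2 or more at 20 µM, a signal rise over negative controls twice the positive control's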
FLuc inh counter – inhibits firefly luciferase, flagging false hits in luciferase inhibition screens; P08659; ATPLite firefly luciferase biochemical luminescence, 10 min; inhibition, % at 10 µM; actives 1.5% (n = 200,000); AID 1006;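 active = inhibition above about 50% when tested at 10 µM, limit read from the data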
Target sequence (P08659 whole entry, looked up): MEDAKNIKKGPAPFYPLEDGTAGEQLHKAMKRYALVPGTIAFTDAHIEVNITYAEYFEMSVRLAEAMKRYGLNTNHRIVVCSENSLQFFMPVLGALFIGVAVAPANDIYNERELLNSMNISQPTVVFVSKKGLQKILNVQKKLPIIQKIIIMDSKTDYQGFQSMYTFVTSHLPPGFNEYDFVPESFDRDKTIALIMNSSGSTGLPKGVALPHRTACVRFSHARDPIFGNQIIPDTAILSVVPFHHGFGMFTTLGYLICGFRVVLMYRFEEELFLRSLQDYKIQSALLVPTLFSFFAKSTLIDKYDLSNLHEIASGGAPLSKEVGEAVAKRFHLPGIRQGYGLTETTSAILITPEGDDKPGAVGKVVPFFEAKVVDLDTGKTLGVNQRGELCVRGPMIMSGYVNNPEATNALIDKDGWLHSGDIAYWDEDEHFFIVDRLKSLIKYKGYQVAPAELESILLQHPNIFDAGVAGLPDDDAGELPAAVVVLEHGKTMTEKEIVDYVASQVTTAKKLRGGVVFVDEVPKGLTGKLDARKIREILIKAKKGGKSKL
TNAP act hiacc – TNAP (human) activation, high acceptor; P05186; purified TNAP, CDP-star luminescence, 1 M DEA, 30 min; hits give high values; 0 = EDTA background, 1 = DMSO-only activity; activation factor at 20 µM; 200,000 tested, under 10 active; AID 1136;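 active = activation factor at least 2 at 20 µM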
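Assay system: human TNAP; Input: enzyme diluted 1/800 final; Reagent: CDP-star luminogenic substrate at 100 µM final; Timing: 30 min, room temperature; Signal: luminescence; Evaluation: TNAP activation factor scaled between EDTA and DMSO control wells.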
APP transl inh – APP translation inhibition; AID 1285; actives 0.82% (n = 190,000); SH-SY5Y APP 5'UTR-luciferase reporter, luminescence; inhibition, % at 2 µM;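 active = inhibition above a set limit, derived from the sample mean plus 3 SD, cut at about 45% in these data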; also: values of inactives mirror those of a sister screen read the other way
TNAP inh no acc – inhibitors of human TNAP without phosphate acceptor; AID 1012; P05186; inhibition, % at 20 µM; purified TNAP, CDP-star luminescence, 30 min; actives 0.26% (n = 200,000);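 active = tissue-nonspecific alkaline phosphatase inhibition above about 50% at 20 µM in the single-dose screen, limit read from the data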;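 also: 0% = DMSO negative control and 100% = EDTA positive control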
RAM inhibit – yeast RAM network inhibition | S. cerevisiae dse1pr::URA3 reporter, 5-FOA growth OD615, 2 d; analog-sensitive cbk1-as2 kinase mutant strain | inhibition, % at 50 µM | actives 1.8% (n = 190,000);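 active = inhibition above a set limit, 3 SD over mean compound inhibition, cut at about 8.4% in these data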;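 also: 0% = DMSO-only wells with no growth and 100% = 10 µM 1-NA-PP1 full growth; inhibition rescues growth on 5-FOA so higher OD means more RAM inhibition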
FLuc stim CS – affects firefly luciferase, flagging false hits in luciferase stimulation screens. P08659. ATPlite luciferase biochemical, luminescence, 10 min; 0 = ATP-free wells, 1 = DMSO control. activation factor at 10 µM. 200,000 tested, under 10 active. AID 1027;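 active = luciferase activation factor, scaled between plate controls, of at least 2 with compound at 10 µM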
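System: cell-free luciferase reagent; medium: PBS as buffer for the ATP substrate; doses: test compounds dosed from 2 mM stocks in 100% DMSO; incubation: 10 min, room temperature; measured by: luminescence from luciferase reaction; read-out: luciferase activation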
bIAP inhibitor – blocks bovine intestinal alkaline phosphatase activity; purified bovine IAP, CDP-star luminescence, 30 min; inhibition, % at 20 µM; 190,000 tested, under 10 active;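 active = over 50% inhibition of intestinal alkaline phosphatase at 20 µM in the single-dose screen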
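System: Purified bovine intestinal alkaline phosphatase (IAP) enzyme | Input: IAP diluted 1/65,000,000 in the well | Also added: CDP-star chemiluminescent phosphatase substrate, 30 µM final | Dosing: 20 µM single dose | Times: Enzyme reaction for 30 min at room temperature | Detection: Luminescence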
Active calls of the source: *; . = not tested or not shown; & = joins results of further samples. Outcome played no part in choosing rows. Share with any hit: about 13%.

SMILES | TNAP inh hiacc | L major viab | bIAP act | FLuc inh counter | TNAP act hiacc | APP transl inh | TNAP inh no acc | RAM inhibit | FLuc stim CS | bIAP inhibitor
O=C(CC1CCCCC1)Nc1ccccc1-c1ccccc1 | -3 | 21 | 1 | -7 | 1 | 1 | -11 | 4.5 | 1.1 | -2
CCCCCNC(=O)CCc1ccccc1 | -2 | 5 | 0.8 | -2 | 1 | 3 | -11 | -0.4 | 1 | 15
Cc1ccccc1N1CCN(C(=O)CCN2C(=O)c3ccccc3C2=O)CC1 | -4 | -10 | 1 | -4 | 1 | 10 | -3 | 1.9 | 1 | 0
FC(F)(F)c1nc(-c2cccs2)ncc1-c1nnnn1-c1ccc(Cl)cc1 | -2 | 2 | 0.7 | -1 | 1 | -4 | -14 | 1.7 | 1 | 27
Cc1ccc2nc(-c3ccc(N4C(=O)CC(N5CCN(CCO)CC5)C4=O)cc3)sc2c1 (stereo not given) | 1 | -3 | 1 | 30 | 1 | -46 | -1 | -0.6 | 0.7 | 0
COc1ccc(-c2cc(-c3nnc(COC(=O)C4CC4C)o3)c3ccccc3n2)cc1OC (stereo not given) | -5 | 7 | 0.9 | -10 | 1.1 | 8 | -30 | 6.9 | 1.1 | 9
O=C(NCc1ccccc1)C1=C[C@@H](c2csc3ccccc23)C[C@@H](OCc2ccc(CO)cc2)O1 | -2 | 74* | 1 | -2 | 1 | 0 | -4 | 7.1 | 1 | 4
Cc1ccc(-n2c(CNc3ccc(F)cc3)nnc2SCC(=O)N2CCCC2)cc1 | -1 | -2 | 1 | -1 | 1 | 9 | -8 | -1.2 | 1 | -3
CCOc1cc(CNCC2CCCO2)cc(Br)c1OCC(N)=O (stereo not given) | 0 | 8 | 1.1 | -3 | 1 | 0 | -8 | -1.2 | 1 | -8
O=C(CSc1nnc(-c2cccnc2)o1)c1cc2ccccc2oc1=O | -4 | -4 | 1.1 | -7 | 1 | -2 | -7 | 1.1 | 1.1 | -8
Cc1ccc(S(=O)(=O)N(C)C)cc1-n1c(SCC(=O)Nc2ccc(F)cc2)nc2ccccc2c1=O | -2 | 33 | 0.8 | 0 | 1 | 3 | -10 | 3.8 | 1 | 18
COc1ccc(N2CCN(C(=S)Nc3cc(C)cc(C)c3)CC2)cc1 | 1 | -2 | 1 | -5 | 1 | -8 | -2 | 3.5 | 1.1 | 0
CCCOc1ccc(/C=C/C(=O)NCc2ccccc2)cc1 | -1 | -1 | 1 | 0 | 1 | -14 | -1 | 4.0 | 1 | 1
CC(CCc1ccccc1)NC(=O)c1nnc(Cc2ccc(Cl)cc2)o1 (stereo not given) | -2 | -10 | 0.8 | -6 | 1 | 13 | -15 | 8.7* | 1.1 | 24
CCOc1cc(S(=O)(=O)N2CCC(Cc3ccccc3)CC2)c(OCC)cc1-n1cnnn1 | -3 | 23 | 1.1 | -2 | 1 | 1 | -3 | 4.7 | 1 | -8
Cc1c(NC(=O)c2ncn[nH]2)cccc1-c1nc2ccccc2s1 | 2 | 100* | 1 | 34 | 1 | 1 | -43 | 1.5 | 0.7 | 2
CC(C)C(=O)N1CCN(c2ccc([N+](=O)[O-])cc2Cl)CC1 | 0 | 50* | 0.9 | -3 | 1 | -2 | -4 | 0.7 | 1 | 12
O=C(CCS(=O)(=O)c1cccs1)Nc1ccc(C(=O)NCc2ccc(F)cc2)cc1 | -5 | -2 | 0.8 | -2 | 1.1 | -8 | -6 | 3.5 | 1 | 22
CC(=O)Nc1cccc(NC=C(C#N)C#N)c1 | -1 | -3 | 1 | -2 | 1 | -2 | -12 | 3.2 | 1 | -4
COC(=O)C1=C(C)N=C2SC(C#N)=C(N)N2C1c1cc(OC)c(OC)c(OC)c1 (stereo not given) | -2 | 0 | 1 | -5 | 1 | -10 | -18 | -0.1 | 1 | 2
COc1ccc(NC(=O)CCc2ccccc2)cc1NC(=O)c1ccco1 | -4 | 10 | 0.9 | -9 | 1 | 5 | -7 | 0.5 | 1.1 | 12
Cc1ccc(C(=O)NCC(=O)N/N=C/c2sccc2C)cc1[N+](=O)[O-] | -3 | -2 | 1.1 | -6 | 1 | 6 | -8 | 1.8 | 1.1 | -10
COc1ccc2c(c1OC)C(=O)OC2C1c2c(cc3c(c2OC)OCO3)CCN1C (stereo not given) | -3&-3 | 5&-2 | 1&1.1 | -5&0 | 1&1 | -8&-1 | -12&-14 | 2.2&0.9 | 1.1&1 | 5&-6
CCCCOC(=O)Nc1cccc(Cl)c1C | -3 | -6 | 0.7 | -8 | 1 | -27 | -11 | -0.7 | 1.1 | 26
CCn1c(SCC(=O)N2CCc3ccccc3C2)nc2sc(C)c(C)c2c1=O | -3 | -4 | 0.9 | -8 | 1 | 22 | -2 | 3.2 | 1.1 | 9

Further results follow.
SMILES | TNAP inh hiacc | L major viab | bIAP act | FLuc inh counter | TNAP act hiacc | APP transl inh | TNAP inh no acc | RAM inhibit | FLuc stim CS | bIAP inhibitor
Nc1sc2c(c1C(=O)c1ccccc1)CCCC2 | 2 | -5 | 0.9 | -5 | 1 | -6 | -5 | 0.2 | 1 | 12
COc1ccc(-c2noc(CCC(=O)NCc3cc(Br)ccc3OC)n2)cc1 | -6 | -1 | 0.8 | -7 | 1.1 | 10 | -14 | 7.5 | 1.1 | 19
CCCn1c(SCC(=O)Nc2cccc(C(=O)OC)c2)nnc1-c1cccnc1 | 3 | 5 | 1 | -1 | 1 | 2 | -3 | 0.1 | 1 | -2
CCOc1ccccc1CNC(=O)c1nn(CC)cc1[N+](=O)[O-] | -4 | 0 | 1 | -3 | 1 | 8 | -6 | 4.2 | 1 | -1
CCOC(=O)c1c(C)[nH]c(C)c1C(=O)COC(=O)c1c(OC)cccc1OC | -2 | -3 | 1.1 | 1 | 1 | 1 | -8 | 0.7 | 1 | -13
O=C(COC(=O)c1cnccn1)Nc1cccc2ccccc12 | -2 | -5 | 1.1 | -8 | 1 | -11 | -10 | -0.1 | 1.1 | -10
CCCCNc1nc2ccccc2nc1NS(=O)(=O)c1cccs1 | -6 | -3 | 0.9 | -8 | 1.1 | 1 | -10 | 3.7 | 1.1 | 5
Cn1cc(CNC(=O)CC2C(=O)NCCN2CC(C)(C)C)cn1 (stereo not given) | -8 | -4 | 0.8 | -7 | 1.1 | -1 | -13 | 0.1 | 1.1 | 16
O=C(NN1c2ccccc2CCc2ccccc21)c1ccccc1Br | -6 | -3 | 0.9 | -13 | 1.1 | -6 | -4 | 3.1 | 1.1 | 14
Cc1nn(C)c(C)c1S(=O)(=O)NC1CCCC1 | -3 | 16 | 1 | -8 | 1 | -10 | -11 | 0.7 | 1.1 | 2
N#CC1=C(N)C(C#N)(C#N)[C@H](c2cccnc2)[C@H]2CN(C(=O)OCc3ccccc3)CC=C12 | 4 | 5 | 1 | -4 | 1 | 7 | 0 | 4.3 | 1 | -3
Cc1ccc2nc(NC(=O)CSc3nnc(C)c(=O)n3N)sc2c1 | 1 | 54* | 0.8 | 1 | 1 | -16 | 6 | 8.9* | 1 | 19
CCCC1CC(C)(/C(C)=N\NC(N)=S)OC1=O (stereo not given) | -4 | 9 | 1.1 | -7 | 1 | -5 | -16 | 0.1 | 1.1 | -13
c1ccc(Nc2ncnc3c2oc2ccccc23)cc1 | -3 | 21 | 1 | 7 | 1 | -50 | -8 | 1.5 | 0.9 | 3
O=C(NCC1CCCO1)C(c1ccc(F)cc1)N(CCCN1CCOCC1)C(=O)c1ccc(-c2ccccc2)[nH]1 (stereo not given) | -3 | 6 | 1.4 | -5 | 1 | -6 | -7 | 1.1 | 1.1 | -38
Cc1cccc(NC(=O)COC(=O)Cc2c[nH]c3ccccc23)c1C | 5 | 3 | 1 | -2 | 1 | 15 | 4 | 2.2 | 1 | 5
N#CC1=C(N)Oc2n[nH]c(-c3cccnc3)c2C1c1ccc([N+](=O)[O-])o1 (stereo not given) | 4 | -6 | 0.9 | -6 | 1 | -18 | -2 | 2.3 | 1.1 | 6
CCOC(=O)c1ccc(Nc2ncnc3c2cnn3C)cc1 | -1 | 3 | 1 | -3 | 1 | -2 | -6 | 0.6 | 1 | 5
CCN(CC)CCCNC(=O)CSc1nc(C)cc(C)n1 | 3 | 10 | 1.2 | -2 | 1 | 7 | -5 | 0.9 | 1 | -19
C=CCNC(=O)COc1ccccc1C#N | -6 | -6 | 0.9 | -9 | 1.1 | -6 | -10 | 2.7 | 1.1 | 6
CC(C)(C)NC(=O)CN(C(=O)C1CSC(=O)C1)c1ccccc1F (stereo not given) | -4 | 3 | 0.9 | -6 | 1 | 2 | -6 | -0.2 | 1.1 | 12
O=P(c1ccccc1)(c1ccccc1)C1CCCO1 (stereo not given) | -6 | -9 | 1 | -2 | 1.1 | 11 | -18 | 0.7 | 1 | -4
CCOc1ccc(CCNC(=O)C2CCN(S(=O)(=O)CC)CC2)cc1OCC | -2 | -3 | 1 | -5 | 1 | . | -11 | 4.0 | 1 | 0
CN(N)C(=S)Nc1ccc(F)cc1 | -1 | -4 | 1.1 | -4 | 1 | 22 | -15 | 1.9 | 1 | -6
CCC(OC(=O)c1cccs1)C(=O)NCc1ccco1 (stereo not given) | 1 | 10 | 1 | -4 | 1 | -3 | -9 | 1.3 | 1 | 0
O=C(COC(=O)c1ccccc1S(=O)(=O)N1CCCCC1)NCC(F)(F)F | 0 | 2 | 1 | 2 | 1 | -1 | -5 | -0.3 | 1 | 4
Cc1cc(C)c(C#N)c(SCCS(=O)(=O)Cc2ccc(Cl)cc2)n1 | -5 | -2 | 1 | -2 | 1.1 | -21 | -8 | 3.0 | 1 | 4
COc1cc(C(=O)O)ccc1OCc1c(C)noc1C | -2 | -2 | 1 | -1 | 1 | -2 | -6 | 2.2 | 1 | 1
Cc1cc(C)nc(SCC(=O)Nc2ccc(S(=O)(=O)NC(C)(C)C)cc2)n1 | -3 | 8 | 1 | -9 | 1 | -4 | -17 | 2.1 | 1.1 | -4

Not a retest: entries from further up.
SMILES | TNAP inh hiacc | L major viab | bIAP act | FLuc inh counter | TNAP act hiacc | APP transl inh | TNAP inh no acc | RAM inhibit | FLuc stim CS | bIAP inhibitor
Nc1sc2c(c1C(=O)c1ccccc1)CCCC2 | 2 | -5 | 0.9 | -5 | 1 | -6 | -5 | 0.2 | 1 | 12
COc1ccc(-c2noc(CCC(=O)NCc3cc(Br)ccc3OC)n2)cc1 | -6 | -1 | 0.8 | -7 | 1.1 | 10 | -14 | 7.5 | 1.1 | 19
CCCn1c(SCC(=O)Nc2cccc(C(=O)OC)c2)nnc1-c1cccnc1 | 3 | 5 | 1 | -1 | 1 | 2 | -3 | 0.1 | 1 | -2
CCOc1ccccc1CNC(=O)c1nn(CC)cc1[N+](=O)[O-] | -4 | 0 | 1 | -3 | 1 | 8 | -6 | 4.2 | 1 | -1
CCOC(=O)c1c(C)[nH]c(C)c1C(=O)COC(=O)c1c(OC)cccc1OC | -2 | -3 | 1.1 | 1 | 1 | 1 | -8 | 0.7 | 1 | -13
O=C(COC(=O)c1cnccn1)Nc1cccc2ccccc12 | -2 | -5 | 1.1 | -8 | 1 | -11 | -10 | -0.1 | 1.1 | -10
